High-throughput results: PubChem BioAssay, National Center for Advancing Translational Sciences (NCATS)
Sm TGR inh: inhibitors of Schistosoma mansoni thioredoxin glutathione reductase. 360,000 tested, 3% active. purified TGR, DTNB reduction, TNB absorbance 405 nm. AID 485364. Q962Y6. Potency, µM (doses to about 114 µM), without a hit: at the highest dose activity change, negative = inhibition, usual class: inhibitors; active means well fitted inhibition curve with a large enough effect; inconclusive means small, poorly fitted or top-dose-only effect; inactive means no such curve, though single readings can be large or run the other way; further: nearly all actives have a fitted effect of over 60% in size
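TGR 20 nM + NADPH 100 uM (dispensed conc.), cpd preinc 15 min RT; start with NADPH (500 uM addition) then DTNB (15 mM addition). Kinetic TNB absorbance, 405 nm filter. Four-parameter Hill fit across titration.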
Numbers without * were called inactive; ? = inconclusive; [ ] = dose if it differs, or a comment. On the % scale 0 is the no-effect control and ±100 the full control effect; potency means the concentration at half of the fitted maximal effect. The list is partial, so the mix of outcomes need not match the whole.

SMILES	Sm TGR inh
Cc1ccc(-c2cc(C(=O)Oc3ccccc3)c3cc(C)ccc3n2)cc1	-1%
Cc1cc(C)c2oc(-c3cccc(NC(=O)c4cccc(F)c4)c3C)nc2c1	1%
O=C(C1CCN(c2nc3ccccc3[nH]2)CC1)N1CCN(c2ccccc2)CC1	-5%
CCc1cccc(C)c1NC(=O)CCn1c(=O)c2cccn2c2ccccc21	0%
COc1ccc(CCNC(=O)C(=O)NCC(c2ccco2)S(=O)(=O)c2ccc(C)cc2)cc1 (stereo unspecified)	-25%
CCCNC(=O)c1ccc2c(c1)nc1n2CCCCC1	-1%
COC(=O)Cc1c(C)c2cc3c(c(C)c2oc1=O)OCN(CCc1ccccc1F)C3	?
CCOCCCNC(=O)C1CCN(c2nn3cc(-c4ccc(F)cc4)nc3s2)CC1	1%
COc1cccc(CSc2nc3n(n2)C(c2cccnc2)C(C(=O)Nc2ccccc2C)=C(C)N3)c1 (stereo unspecified)	-1%
CC1CN(C(=O)CCC(=O)Nc2cc(F)ccc2F)c2ccccc2S1 (stereo unspecified)	2%
CCc1ccc(OCC(=O)N(Cc2ccc(Cl)cc2)C2CCS(=O)(=O)C2)cc1 (stereo unspecified)	-6%
Cc1ccc2onc(CC(=O)Nc3cc(F)ccc3F)c2c1	-1%
CC(=O)N1CCc2cc(Br)cc(S(=O)(=O)N3CCC(C(=O)Nc4ccc(C(C)C)cc4)CC3)c21	1%
Cc1ccc2nc(-c3ccc(F)cc3)c(NC(C)(C)CC(C)(C)C)n2c1	-10%
Cc1cccc(N2CCN(c3ccc4cc(S(=O)(=O)N5CCC(C)CC5)ccc4n3)CC2)c1C	2%
CCc1ccc(CN2CCc3nc(Nc4ccc5c(c4)OCCO5)ncc3C2)cc1	13%
Cc1ccc2c(C)c(C(=O)N(Cc3ccc(Cl)cc3)C3CCS(=O)(=O)C3)oc2c1 (stereo unspecified)	2%
COc1cccc(CNC(=O)c2cc(S(=O)(=O)N3CCCCCC3)cn2C)c1	-5%
O=C(Nc1cc(-c2nc3ccccc3o2)ccc1Cl)c1ccc(N2CCCCC2)c([N+](=O)[O-])c1	-2%
COc1ccc2cc3cc(C(=O)Nc4ccccc4C)oc3nc2c1	-9%
CCCNC(=O)CN1C(=O)COc2ccc(S(=O)(=O)N3CCC(C)CC3)cc21	4%
Cc1cn2c(=O)cc(COC(=O)c3cccc(NC(=O)COc4ccccc4C)c3)nc2s1	6%
CC(C)n1c(=N)c(C(=O)NCc2cccnc2)cc2c(=O)n3ccccc3nc21	1%
CC(C)CCNC(=O)c1cc(Sc2ccc(F)cc2F)nc2ccccc12	1%
CC1=C(c2ccc(C)cc2)S(=O)(=O)N=C1N1CCN(c2ccccc2)CC1	-1%

Later entries:
SMILES	Sm TGR inh
CN(C)c1ccc(C(CNC(=O)Cc2ccc(Cl)cc2)N2CCOCC2)cc1 (stereo unspecified)	-2%
Cc1cccc(Oc2coc3cc(OCC(=O)NC4CCCCC4)ccc3c2=O)c1	-2%
COc1ccc(C(=O)NCCn2cc(SCC(=O)Nc3ccccc3)c3ccccc32)cc1OC	1%
CCCCN(C)S(=O)(=O)c1ccc(C(=O)Nc2sc3c(c2C(N)=O)CC(C)(C)NC3(C)C)cc1	-6%
COc1cccc(N2CCN(C(=O)c3c4c(nc5ccccc35)C(=O)N(C3CCCCC3)C4)CC2)c1	4%
COC(=O)CCN(C(=O)C1CCN(S(=O)(=O)c2c(C)noc2/C=C/c2ccccc2F)CC1)c1ccccc1	-11%
Cc1c(C(N)=O)nnn1-c1ccc(Br)cc1	-1%
CC(C)NC(=O)CSc1nc2ccccc2nc1N1CCCCC1	2%
CCN(c1cc(C)cc(C)c1)S(=O)(=O)c1nnc(NC(=O)C2CCCCC2)s1	2%
COc1ccc(NC(=O)Cn2nc3c(cc2=O)CCCC3)cc1Cl	10%
COCCNC(=O)c1ccc2nc(Cc3ccccc3)oc2c1	-2%
O=C(CCC1N=C2c3ccccc3N=C(SCc3ccc(Cl)cc3)N2C1=O)NC1CCCCC1 (stereo unspecified)	0%
COc1ccc(C2C(C(=O)Nc3ccccc3)=C(C)Nc3nc(SCC(=O)c4ccc(C)cc4)nn32)cc1 (stereo unspecified)	6%
CCc1ccc(-c2nc(SCC(=O)NCCOC)c(-c3ccc(C)cc3)[nH]2)cc1	0%
Cc1cccc(Cn2c(CN3CCC(C(=O)NCc4cccnc4)CC3)cc3ccccc32)c1	2%
O=C(CC1C(=O)N(c2ccccc2)C(=O)N1Cc1ccc(F)cc1)Nc1cccc(F)c1 (stereo unspecified)	-26%
COc1cc2c(cc1OC)C(COc1ccc(C(C)C)cc1)N(C(=O)c1ccc(S(=O)(=O)N3CCCC3)cc1)CC2 (stereo unspecified)	-2%
Cc1ccc(-c2cc3c(n2-c2ccccc2F)CC(C)(C)CC3=O)cc1	8%
CCOc1ccc(NC(=O)c2cn(C3CCCCC3)c(=O)c3c2c2ccccc2n3C)cc1	-3%
COc1cccc(NC(=O)C2CCCN(S(=O)(=O)c3c(C)[nH]c(=O)[nH]c3=O)C2)c1 (stereo unspecified)	9%
CCOCCCNC(=O)CN1C(=O)c2c(c3ccccc3n2C)C1c1ccc(OC)cc1 (stereo unspecified)	0%
CCNC(=O)C1CCN(c2nnc(C)c3c(C)n(-c4ccc(OC)cc4)nc23)CC1	19%
CC1CCCN(S(=O)(=O)c2ccc3[nH]c(=O)cc(C(=O)NCCc4ccc(Cl)cc4)c3c2)C1 (stereo unspecified)	15%
CCCn1cc(S(=O)(=O)c2ccc(CC)cc2)c(=O)c2ccccc21	-7%
COc1ccc(-c2nc3scc(CCNC(=O)c4cc(OC)cc(OC)c4)n3n2)cc1	-1%

Further records
SMILES	Sm TGR inh
CCCN1Cc2cccc(C(=O)Nc3ccc(OC)cc3OC)c2C1=O	15%
COc1cc2c(cc1NC(=O)COc1ccc(Cl)cc1Br)oc1ccccc12	8%
Cc1ccc(NC2=C(c3ccc(C(F)(F)F)cc3)C(=O)c3ccccc32)cc1F	2%
CCOc1ccccc1CNC(=O)CCCN1C(=O)COc2ccc(C)cc21	-5%
COc1ccc(-n2nc(C(=O)Nc3ccc(C)cn3)c3c4ccccc4n(C)c3c2=O)cc1Cl	7%
Cc1cccc(-c2nc3c4ccccc4n(Cc4cccc(Cl)c4)c(=O)n3n2)c1	-2%
CCCS(=O)(=O)NCCc1sc2nc(-c3ccc(F)cc3)nn2c1C	9%
Cc1cc(N2CCC(C(=O)NCCC(C)C)CC2)n2nc(C)c(-c3ccc(Cl)cc3)c2n1	0%
CCN(C(=O)c1nn(-c2ccc(C)cc2)c(=O)c2c1c1ccccc1n2C)c1ccc(F)cc1	6%
COC(=O)c1ccc(NS(=O)(=O)c2ccc3[nH]c4c(c3c2)CCCCC4)cc1	-14%
COc1ccc(Cn2c(SCC(=O)NCc3ccccc3)nc3ccccc32)cc1	-15%
CCOc1ccc(-c2nnc(SCC(=O)c3ccc(F)cc3)n2-c2ccccc2)cc1	19%
O=C(CSc1nnc(-c2ccccc2)o1)c1cccc([N+](=O)[O-])c1	-6%
CN(Cc1ccccc1)C(=O)Cn1ncc2c3ccccc3n(Cc3cccc(Cl)c3)c2c1=O	2%
Cc1ccc(-c2nc(-c3cc4cccc(OCc5ccccc5F)c4oc3=O)no2)cc1	-3%
CCOc1ccc(N2CC(NC(=O)/C=C\c3ccc4c(c3)OCO4)CC2=O)cc1 (stereo unspecified)	2%
COc1cc2c(cc1NC(=O)c1ccccc1C)n(C)c(=O)n2C	-2%
Cc1ccccc1NS(=O)(=O)c1ccc2[nH]cc(C(=O)NC(C)c3ccccc3)c(=O)c2c1 (stereo unspecified)	3%
COC(=O)COc1ccc(-c2nnc(Nc3ccc(O)cc3)c3ccccc23)cc1	-12%
Cc1ccc2occ(CC(=O)Nc3ccc(S(=O)(=O)N4CCCC(C)C4)cc3)c2c1 (stereo unspecified)	-2%
Cc1ccc(CCNC(=O)c2sc3ncccc3c2-n2c(C)ccc2C)cc1	1%
O=C(COc1ccccc1F)N1CCN(Cc2cc(=O)n3nc(-c4ccccc4Cl)sc3n2)CC1	-2%
COCCCNC(=O)c1sc2nc(C)c(C(=O)Nc3ccc(C)cc3C)c(-c3ccc(Br)cc3)c2c1N	0%
COC(=O)c1c(C)oc2ccc(N(C(=O)c3ccncc3)S(=O)(=O)c3cc(C)c(C)cc3C)cc12	-2%
COc1ccc(NC(=O)N2CCN(Cc3nc4ccc(C)cc4o3)CC2)cc1OC	-2%

Another view of 7 compounds above.
| Molecule | Sm TGR inh |
| --- | --- |
| CCCS(=O)(=O)NCCc1sc2nc(-c3ccc(F)cc3)nn2c1C | 9% |
| Cc1cc(N2CCC(C(=O)NCCC(C)C)CC2)n2nc(C)c(-c3ccc(Cl)cc3)c2n1 | 0% |
| CCN(C(=O)c1nn(-c2ccc(C)cc2)c(=O)c2c1c1ccccc1n2C)c1ccc(F)cc1 | 6% |
| COC(=O)c1ccc(NS(=O)(=O)c2ccc3[nH]c4c(c3c2)CCCCC4)cc1 | -14% |
| COc1ccc(Cn2c(SCC(=O)NCc3ccccc3)nc3ccccc32)cc1 | -15% |
| CCOc1ccc(-c2nnc(SCC(=O)c3ccc(F)cc3)n2-c2ccccc2)cc1 | 19% |
| O=C(CSc1nnc(-c2ccccc2)o1)c1cccc([N+](=O)[O-])c1 | -6% |

Additional records
SMILES	Sm TGR inh
CCOc1ccc(S(=O)(=O)N(CC(=O)NCc2ccccc2OC)c2ccccc2)cc1	-2%
Cc1ccc(C)c(Cn2c(=O)n(Cc3ccc(C(=O)NC4CCN(Cc5ccccc5)CC4)cc3)c(=O)c3ccccc32)c1	6%
CCCSc1nnc2c(n1)OC(c1cccs1)Nc1ccc(Br)cc1-2 (stereo unspecified)	-12%
Cc1ccc(C)c(Nc2nc(-c3ccccc3)c3cc(Br)ccc3n2)c1	-3%
Cc1cc(Br)cc2c(C(=O)OCC(=O)c3ccccc3)cc(-c3ccccc3)nc12	5%
Cc1ccc(-n2ccnc(NCCc3ccc(S(N)(=O)=O)cc3)c2=O)cc1C	-19%
CCOc1ccc(NC(=O)C(=O)c2cc(C)n(-c3cc(C)cc(C)c3)c2C)cc1	1%
Cc1ccc(Nc2c(-c3ccc(O)cc3)nc3cccc(C)n23)cc1	3%
Cc1c(Cl)cccc1NC(=O)CSc1nc(=O)n(Cc2cccnc2)c2c1CCC2	0%
CCN1CCC(N(Cc2ccc(F)cc2)C(=O)Nc2ccc(C)c(F)c2)CC1	-3%
Cc1ccc(C(=O)N(Cc2ccco2)Cc2ccco2)cc1	-12%
CCC(CC)C(=O)Nc1ccc2nc(SCc3ccccc3)sc2c1	-1%
COc1ccc(Cl)cc1NC(=O)c1cc2nc(-c3ccc4c(c3)OCO4)cc(C(F)(F)F)n2n1	2%
CCc1ccc2oc(C(=O)Nc3ccccc3OC)cc(=O)c2c1	2%
Cc1ccsc1CN(C(=O)c1oc2cc(Br)ccc2c1C)C1CCS(=O)(=O)C1 (stereo unspecified)	0%
CC(=O)c1ccc(N2CCN(C(=O)CCn3cnc4onc(-c5ccc(F)cc5)c4c3=O)CC2)cc1	1%
Cc1ccc(-c2nc3cc(Cl)ccc3o2)cc1NC(=O)c1cc2ccccc2o1	-11%
CC(C)(C)OC(=O)N1CCC(c2c(C(=O)NCc3ccccc3)cnn2-c2cccc(F)c2)CC1	-8%
COc1ccc(-c2cnc(NCc3ccc(C)cc3)n2C)cc1	-3%
COc1ccc(OCC(=O)Nc2cc(-c3nc4ccccc4o3)ccc2Cl)cc1	3%
COc1cccc(-c2nc(SCC(=O)NCC3CCCO3)c(-c3ccc(C)cc3)[nH]2)c1 (stereo unspecified)	-4%
O=C(CSc1nccn1Cc1ccc(Cl)cc1)Nc1ccc2c(c1)OCCO2	-2%
CC(C)c1ccc(Nc2nc3c(S(=O)(=O)c4ccc(Br)cc4)nnn3c3ccsc23)cc1	6%
Cc1nnc(NC(=O)c2cccn(Cc3cccc(F)c3)c2=O)s1	0%
COc1ccc(Nc2ncnc3onc(C)c23)c(OC)c1	8%

Nothing new here: entries from further up.
SMILES	Sm TGR inh
CC(C)c1ccc(Nc2nc3c(S(=O)(=O)c4ccc(Br)cc4)nnn3c3ccsc23)cc1	6%
Cc1nnc(NC(=O)c2cccn(Cc3cccc(F)c3)c2=O)s1	0%
COc1ccc(Nc2ncnc3onc(C)c23)c(OC)c1	8%

(cont.)
SMILES	Sm TGR inh
Cc1ccc(C)c(NC(=O)n2ncc3cc(Cl)ccc32)c1	-1%
CCOc1ccc(-c2nnc(SCC(=O)c3ccccc3)n2-c2ccccc2)cc1	6%
CC(=O)Nc1c(C)nn(-c2ccccc2)c1N1CCC(C(=O)Nc2ccccc2F)CC1	-7%
COc1ccccc1C(=O)N1c2ncnn2C2(CCCCC2)[C@@H]2CCCC[C@@H]21	0%
CCCc1ccc(-c2ccc(C(=O)Oc3ccc(OCC)cc3)cc2)nc1	1%
O=C(c1cnn(-c2ccc(F)cc2)c1-n1cccc1)N1CCN(c2cccc(Cl)c2)CC1	1%
c1ccc(N2CCN(Cc3cccn3-c3nnc(N4CCN(C5CCCCC5)CC4)s3)CC2)cc1	1%
CCCCOc1ccc(S(=O)(=O)Nc2ccc(-c3ccc(N4CCCCC4)nn3)cc2)cc1	-2%
COc1ccc(-c2nc(SCC(=O)NCCCc3ccccc3)n[nH]2)cc1	-1%
CCN(CC)C(=O)c1sc2c(c1C)c(=O)n(-c1ccccc1)c(=O)n2Cc1cc(=O)n2ccccc2n1	6%
O=S(=O)(NCCc1csc2nc(-c3ccc(Cl)cc3)nn12)c1ccc(Oc2ccccc2)cc1	43%[activator]
Cc1ccc(OCC(=O)Nc2cc(-c3nc4ccccc4[nH]3)ccc2C)c(C)c1	-17%
Cc1ccc2nc(SCc3nc(-c4ccc(Cl)cc4)no3)[nH]c2c1	9%
Cc1ccccc1NC(=O)c1oc2c(c1C)-c1nn(Cc3cccc(Cl)c3)cc1CC2	0%
